AmpC inh detg – AmpC beta-lactamase inhibition with detergent present | P00811 | AmpC hydrolysis of nitrocefin, absorbance 480 nm, 0.01% Triton | Potency, µM (titrated, usually from 114 µM), without a hit: at the top dose activity change, negative = inhibition, usual class: inhibitors | 0.041% of 370,000 active | AID 485294;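 note: potency is the fitted concentration of half-maximal effect; 0% = no-compound wells and -100% = no-enzyme wells; nearly all actives have a fitted effect of over 25% in size; some results filed as inactive show a strong effect at the top dose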
Target sequence (P00811 whole entry, looked up): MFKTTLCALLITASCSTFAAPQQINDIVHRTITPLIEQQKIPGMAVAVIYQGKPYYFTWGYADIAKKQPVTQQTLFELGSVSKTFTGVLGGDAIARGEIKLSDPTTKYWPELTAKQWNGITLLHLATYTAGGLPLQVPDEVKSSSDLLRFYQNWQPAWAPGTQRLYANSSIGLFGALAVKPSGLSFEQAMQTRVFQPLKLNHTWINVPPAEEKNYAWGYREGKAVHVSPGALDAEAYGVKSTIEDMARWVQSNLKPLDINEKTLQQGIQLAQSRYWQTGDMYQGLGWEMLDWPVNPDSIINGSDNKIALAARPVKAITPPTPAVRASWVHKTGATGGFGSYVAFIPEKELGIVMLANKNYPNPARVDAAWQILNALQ
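AmpC (5.3 nM in the dispensed reagent) in 20 mM phosphate pH 7.0 with 0.01% (detergent screen) or 0.0001% Triton X-100 was preincubated with compounds for 15 min at room temperature. Nitrocefin was then added from an 800 uM solution, and hydrolysis was followed at 480 nm.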
HCMV antiviral – human cytomegalovirus inhibition; activity change, negative = inhibition, % at 57.5 µM; HFF cells, HCMV-luciferase reporter, 72 h; stronger effect = lower value; 4.5% of 410,000 active; AID 1259415; in the data active = activity change below about -60%; inconclusive = no clear call, values can overlap the other calls; inactive = above about -39%; note: % is set by controls: 0 for no effect and ±100 for the full control effect
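Two-dose cell screen: HFF monolayers treated with compounds and infected with luciferase-expressing HCMV at 1 PFU/cell, 72 h at 37C, then lysed for luciferase measurement.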
AmpC no deterg – AmpC beta-lactamase inhibition without detergent; P00811; AmpC nitrocefin hydrolysis, absorbance 480 nm, 0.0001% Triton; Potency, µM (titrated, usually from 57.1 µM), without a hit: top-dose activity change, negative = inhibition, actives largely listed as inhibitors; 0.52% of 330,000 active; AID 485341;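 note: potency is the fitted concentration of half-maximal effect; plate controls were no compound for no effect and no enzyme for full effect; nearly all actives have a fitted effect of over 20% in size; some results filed as inactive show a strong effect at the top dose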
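20 mM phosphate pH 7.0 + 0.01% (detergent screen) or 0.0001% Triton X-100; 5.3 nM AmpC reagent; cpd preinc 15 min RT; nitrocefin (800 uM stock) to start; A480 q20 s × 4 min; Activity was normalised to no-enzyme and no-compound control wells.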
Giardia FBPA inh – inhibitors of Giardia lamblia fructose-1,6-bisphosphate aldolase. A8B2U2. purified Giardia FBPA. Potency, µM (titrated, usually from 59.6 µM), inactives show at the top dose activity, negative = inhibition, hits mostly inhibitors. 0.71% of 290,000 active; note: potency is the fitted concentration of half-maximal effect; % is set by controls: 0 for no effect and ±100 for the full control effect; nearly all actives have a fitted effect of over 55% in size
Target sequence (A8B2U2 whole entry, looked up): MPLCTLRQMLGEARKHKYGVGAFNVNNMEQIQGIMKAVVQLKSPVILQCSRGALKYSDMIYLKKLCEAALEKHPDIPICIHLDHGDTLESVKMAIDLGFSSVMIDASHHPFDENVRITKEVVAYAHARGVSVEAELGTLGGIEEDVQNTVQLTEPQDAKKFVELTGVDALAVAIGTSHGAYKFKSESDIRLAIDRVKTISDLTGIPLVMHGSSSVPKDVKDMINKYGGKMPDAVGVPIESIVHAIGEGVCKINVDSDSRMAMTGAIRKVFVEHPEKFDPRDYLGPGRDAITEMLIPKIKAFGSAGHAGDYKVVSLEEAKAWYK
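40 nM FBPA preincubated 10 min at RT with compound (up to 57.5 uM final), then substrate plus GAPDH/TPI/NAD/arsenate coupling and diaphorase/resazurin added. Fluorescence read after 20 min at RT, 525/598 nm.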
Cycloheximide cs – affects cycloheximide protein synthesis inhibition readout, counter-screen. cell reporter, cycloheximide protein synthesis inhibition counterscreen. max response, %. 12% of 300,000 active. AID 2314; in the data active = max response mostly above about 13%, no sharp cut-off; inactive = mostly below about 14%; note: read at 38.3 µM for the half of the compounds with a filed dose; 0% is about no effect
AMA1-RON2 inh – disrupts binding of P. falciparum AMA1 to RON2; Potency, µM (highest dose often 58.2 µM), inactives show at the highest dose activity change, negative = inhibition, most hits filed as inhibitors; 0.2% of 360,000 active; AlphaScreen AMA1-biotinylated RON2 peptide binding;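 note: potency is the fitted concentration of half-maximal effect; 0% = vehicle wells and -100% = peptide control; nearly all actives have a fitted effect of over 45% in size; some results filed as inactive show a strong effect at the top dose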
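AMA1 (3D7) with his tag at 25 nM final met compounds first, then biotinylated RON2 peptide at 25 nM; detection used donor plus acceptor beads, 10 µg/mL apiece, read by AlphaScreen after 30 min at room temperature.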
Shiga toxin inh – inhibitors of Shiga toxin in Vero cells; 9.2% of 290,000 active; inhibition, % at 38.7 µM; Vero cells, Shiga toxin protein synthesis inhibition reporter; AID 2315; in the data active = inhibition mostly above about 28%, no sharp cut-off; inactive = mostly below about 43%; note: 0% is about no effect
* marks the source's active call; other numbers are inactive results; ? = inconclusive; . = not tested or not shown; & = joins results of further samples; [ ] = remark or other dose. Unless noted, calls come from the whole dose curve; as a rule, active = well fitted curve in the direction sought with a large enough effect; inconclusive = small, poorly fitted or top-dose-only effect, or another doubt; inactive = no such curve, though single readings can be large; an effect the other way counts as inactive or inconclusive.

SMILES	AmpC inh detg	HCMV antiviral	AmpC no deterg	Giardia FBPA inh	Cycloheximide cs	AMA1-RON2 inh	Shiga toxin inh
Cc1cccc(C=Nc2ccc3c4c(cccc24)CC3)c1O	-14%	-25	-24%	-25%	-1	?	-4
Cc1cc(CNC(=O)COC(=O)c2ccc(Cl)c(N)c2)cc(C)c1O	9%	13	-44%	.	.	-11%	.
O=C(c1cccc([N+](=O)[O-])c1)C12CN3CN(CN(C3)C1)C2	-3%	3	-5%	3%	6	-2%	3
CCC(=O)NCCc1nc2cc(NC(=O)COc3ccccc3)ccc2n1C	-11%	40	5%	-9%	29*	-4%	78*
CCOc1ccc(CNC(=O)CCCOc2cc(=O)n(C)c3ccccc23)cc1	?	192	78%[activator]	-4%	-3	0%	-8
CCN(CC)C(=O)Oc1c(Cl)cc(Cl)c2cccnc12	-5%	-18	80%[activator]	4%	-3	-1%	1
CCNc1nc(NCC)nc(N/N=C/c2cc(OC)c(OC)c(OC)c2)n1	1%	0	77%[activator]	3%	1	60%[activator]	-5
S=c1sc(SCCOc2ccccc2)nn1-c1ccccc1	?	-20	-18%	4%	-3	16%[11.6 µM]	-5
CCN(CC)CCOc1ccc2c(c1)C(=NO)c1cc(OCCN(CC)CC)ccc1-2	?	23	4%	-16%	-1	-4%	-20
CCN1C=C(Cc2cccs2)C2=C(C1)C(c1cccs1)C(C#N)=C(N)O2 (stereo unspecified)	-1%	-36	-29%	?	-1	-19%	-23
Cc1cccc(NC(=O)c2nc[nH]c2C(=O)N2CCN(c3ccccc3)CC2)c1	.	?	-25%	.	.	19%	.
O=C(O)C1OC2OC3(CCCCC3)OC2C2OC3(CCCCC3)OC12 (stereo unspecified)	?	-34	-14%	-1%	-2	-1%	-12
COc1ccc(NC(=O)c2cc(C)no2)cc1Cl	-5%	-33	-18%	5%	12	0%	20
Cc1ccc(N2CCN(c3ccc(C)cc3)C(CC(=O)O)C2=O)cc1 (stereo unspecified)	-2%	17	-29%	-1%	9.2*	-8%	4
CCCCNS(=O)(=O)c1ccc(Br)cc1N1CCC[C@H]1CO	.	10	-3%	.	.	1%	.
CCN(CC)S(=O)(=O)c1ccc(S(=O)(=O)N2CCCC2C(=O)O)cc1 (stereo unspecified)	?	12	-10%	10%	9	4%	-12
Fc1cc(F)c2nc(N3CCOCC3)sc2c1	-2%	62	-17%	3%	37*	30%	87*
CCC(=O)Nc1sc(C(=O)OC)c(C)c1C(=O)OC	?	-21	-1%	4%	-5	9%	12
COC(CNC(=O)c1cc(Sc2nnc(C)s2)nc2ccccc12)OC	-2%	1	2%	1%	1	1%[11.6 µM]	-11
CCC1=C(OC(=O)N(CC)CC)N2C(=O)OC(=NCC(=O)OC)[C@]2(C)[C@H]2C1=CC[C@H]1C(=O)N(CC(=O)OC)C(=O)[C@H]12	-3%	-6	142%[activator]	5%&2%	-3	10%	-10
CCOc1ccc(C(=O)NCC(=O)OCC(=O)N2CCC(C)CC2)cc1	?	-7	-2%	-2%	-3	-13%	-16
Cc1ccc(S(=O)(=O)N2CCN(C(=O)c3ccccc3)C2)cc1[N+](=O)[O-]	-3%	40	6%	-9%	2	0%	8
CCCCCCCC(=O)Nc1ccc(S(=O)(=O)Nc2nccs2)cc1	-5%	58	-18%	8%	-6	-1%	-8
O=C(Nc1ccccc1)c1ccc(-c2ccc(F)cc2)s1	2%	38	-20%	1%	36*	5%	88*
c1ccc(Cc2nnc(-c3ccccc3)o2)cc1	-8%	-96*	-5%	10%	-6	7%	-37
O=C(OCc1ccc(Br)cc1)c1cnc(Cl)c(Cl)c1	?	-60*	-11%	8%	-6	154%[activator]	-8
CC(C)Oc1ccc(Cc2c(O)nc(NCCCN(C)C)[nH]c2=O)cc1	-5%	8	-11%	3%	-3	-3%	7
Cc1cccc(C(=O)N2CCN(c3ccc(C(F)(F)F)cn3)CC2)c1C	-6%	?	74%[activator]	1%	-1	18%	-5
CN(Cc1ccccc1)C(=O)N1CCOCC1	-5%	12	-2%	6%	2	-3%	-4
COc1cc(/C=N/NC(=O)c2cccc([N+](=O)[O-])c2)ccc1OC(=O)c1ccco1	4%	-8	-32%	-7%	7	10%	40*
CCOC(=O)c1ccc(NC(=O)CCc2nc(-c3ccccc3Cl)no2)cc1	-3%	-33	-10%	-3%	0	5%	23
Cc1cnc(C(=O)OCC(=O)Nc2ccccc2[N+](=O)[O-])cn1	.	9	-9%	.	.	-5%	.
Cn1c(SCC(=O)NCc2cccs2)nnc1-c1ccc(O)cc1	5%	-30	-10%	9%	-2	-7%	-10
O=C(NC1CCN(Cc2ccccc2)CC1)c1ccc2c(c1)[nH]c(=O)n2Cc1ccc(F)cc1	-1%	-86*	-13%	10%	-3	2%	-10
CC(=O)N[C@H]1C[C@@H]1c1ccccc1	-2%	-32	-12%	3%	-2	13%	-4
CCOC(=O)Nc1csnn1	-10%	-31	-3%	1%	1	3%	-11
O=C(NNC(=O)C1CCN(c2ncccn2)CC1)c1ccncc1	-8%	-9	-1%	1%	1	73%[activator]	-11
Cc1ccc(CSc2nnc(-c3ccc(NS(=O)(=O)c4ccccc4)cc3)o2)cc1	-11%	-12	-28%	4%	-3	-8%	-2
CCCCOc1ccc(/C=N/Nc2cc(N3CCOCC3)nc(C)n2)cc1	?	78	-11%	-6%	4	?	3
CCCc1cc(=O)n2c([nH]c3ccccc32)c1C#N	1%	28	-11%	-29%	-3	-5%	14

Reformatted in markdown: entries from further up.
| SMILES | AmpC inh detg | HCMV antiviral | AmpC no deterg | Giardia FBPA inh | Cycloheximide cs | AMA1-RON2 inh | Shiga toxin inh |
| --- | --- | --- | --- | --- | --- | --- | --- |
| Cc1cnc(C(=O)OCC(=O)Nc2ccccc2[N+](=O)[O-])cn1 | . | 9 | -9% | . | . | -5% | . |
| Cn1c(SCC(=O)NCc2cccs2)nnc1-c1ccc(O)cc1 | 5% | -30 | -10% | 9% | -2 | -7% | -10 |
| O=C(NC1CCN(Cc2ccccc2)CC1)c1ccc2c(c1)[nH]c(=O)n2Cc1ccc(F)cc1 | -1% | -86* | -13% | 10% | -3 | 2% | -10 |
| CC(=O)N[C@H]1C[C@@H]1c1ccccc1 | -2% | -32 | -12% | 3% | -2 | 13% | -4 |
| CCOC(=O)Nc1csnn1 | -10% | -31 | -3% | 1% | 1 | 3% | -11 |

(list continues)
SMILES	AmpC inh detg	HCMV antiviral	AmpC no deterg	Giardia FBPA inh	Cycloheximide cs	AMA1-RON2 inh	Shiga toxin inh
COc1ccc(N2CCN(CCCNC(=O)Cn3c(=O)c4cccn4c4cccnc43)CC2)cc1	-1%	?	36%	.	-3	-27%	23
Cc1nn(-c2ccccc2)c(C)c1CCC(=O)O	-11%	85	-17%	-1%	42*	-3%	90*
COC(=O)CN(c1cc(Cl)ccc1OC)S(=O)(=O)c1ccc(C)cc1	-8%	?	19%	-4%	1	-4%	3
O=C(COc1cccc2cccnc12)N/N=C/c1cccn1-c1ccc(F)cc1	1%	-25	-21%	3%	3	-9%	7
COc1ccc(-c2nc(C#N)c(N3CCOCC3)o2)cc1OC	?	27	-29%	-2%	6	-5%	8
Cc1ccc(NC(=O)CCSCCC(=O)Nc2ccc(C)c(C)c2)cc1C	-2%	22	-20%	-5%	6	-4%	-15
O=[N+]([O-])c1ccc(C(O)CNC(=S)Nc2ccccc2)cc1 (stereo unspecified)	-6%	?	-53%	0%	2	-9%	-9
CC1CCC(C(=O)NC(C(=O)NCCc2ccc(S(N)(=O)=O)cc2)C(C)C)CC1 (stereo unspecified)	4%	-20	-1%	13%	-3	-4%	2
CN(C)CC(O)COC(c1ccccc1)c1ccccc1 (stereo unspecified)	?	-21	-5%[11.4 µM]	2%	9	8%	-2
COc1ccc(N2CCCC2)c(NC(=O)COc2ccccc2Cl)c1	-1%	56	-2%	-3%	7	-22%	-17
Cc1sc2nc(C)n(/N=C/c3ccccc3O)c(=O)c2c1C	?	?	-5%	-6%	-3	41%[activator]	-9
COc1ccc(C(=O)Nc2ccc(/C(C)=N/NC(=O)c3ccncc3)cc2)cc1	2%	51	-14%	.	26*	.	40
CCCc1cc(=O)[nH]c(SC(C)C(=O)Nc2ccc3c(c2)OCCO3)n1 (stereo unspecified)	2%	-15	-14%	.	.	-3%	.
COc1ccc(N2CC(=O)N(c3ccccc3)C2=S)cc1	-5%	22	-1%	1%	27*	8%	32
CC(=O)Nc1sc(NC(=O)c2ccccc2)nc1-c1cccs1	?	26	-35%	4%	21	0%	14
O=C(CCNc1cc(Cl)cc(Cl)c1)c1cccs1	?	-12	-14%	-6%	18*	50%[activator]	43
CCCCC(=O)NC1(C(F)(F)F)NC(=O)N(C)C1=O (stereo unspecified)	-3%	-36	-11%	2%	-3	-5%	3
Nc1cccc(S(=O)(=O)Nc2ccc(SC(F)F)cc2)c1	-1%	?	-44%	2%	1	-5%	-5
CC(=O)c1cccc(N(CC(=O)Nc2cccnc2)S(C)(=O)=O)c1	-10%	-26	-1%	-7%	-1	21%	18
CCC1=NN2C(=N)/C(=C/c3ccc(OS(=O)(=O)c4ccc(C)cc4)c(OC)c3)C(=O)N=C2S1	-3%	-12	-46%	4%	-3	36%[activator]	6
CC(C)COc1ccc(C(=O)Nc2ccc(NC(=O)c3ccco3)c(Cl)c2)cc1	-6%	-39	-11%	7%	13	0%	6
COc1cc(C)c(S(=O)(=O)NCc2cccnc2)cc1C	-4%	-25	-4%	-1%	-1	-2%	-17
Cc1cc(=O)[nH]c(SCc2nc3ccc([N+](=O)[O-])cc3[nH]2)n1	-11%	-30	-34%	-18%	2	55%[activator]	14
C=CCSc1nc2sc3c(c2c(=O)n1CC)CCc1ccccc1-3	-4%	16	-31%	-22%	-4	3%	7
COc1ccc(C(C)=O)cc1CSc1nncn1-c1ccccc1	-13%	-14	-12%	5%	0	0%	-6
Cc1ccc(C(=O)N(CN2CCCC2=O)c2ccccc2)cc1C	2%	30	2%	3%	2	10%	70
COc1ccc(/C=C/C(=O)OCC(=O)NC(C)CCc2ccccc2)cc1 (stereo unspecified)	.	11	-24%	.	.	11%	.
CCCC[C@H]1C(=O)O[C@H](C)[C@H](NC(=O)c2cccc(NC=O)c2OC)C(=O)O[C@@H](C)[C@@H]1OC(=O)CC(C)C	.	.	.	-8%&-5%	-7&11	.	-5&-10
COc1cc(Br)cc(/C=C/c2ccc3cccc(O)c3n2)c1O	2%	-26	-38%	9%	32*	117%[activator]	75*
CC1CN(C(=S)NC(=O)C2CCCCC2)CC(C)O1 (stereo unspecified)	-3%	-19	-19%	0%	-3	9%	-11
CCOC(=O)c1cc2c(n(-c3ccccc3)c1=O)CC(C)(C)CC2=O	?	-27	-15%	-1%	-7	-3%	-12
COc1cc(/C=N\Nc2nc3ccccc3o2)cc(OC)c1OC	?	9	-1%	-18%	40*	10%	110*
